# Assay outcomes as filed in PubChem.
# KOR beta-arrestin-1 – KOR antagonists, beta-arrestin recruitment, cell-based, luminescence, uHTS (AID 1778); inhibition, % at 10 µM, or IC50 in µM where a hit was titrated; KOR beta-arrestin recruitment, luminescence, antagonist mode; higher % means a stronger effect; 0.091% of 290,000 active; also: strong numbers were not always called active
# HEK293 NOD2/NF-kB – inhibition of NOD2-driven NF-kB reporter – cell-based, luminescence, uHTS, HEK293 (AID 1566). HEK293 NOD2/NF-kB luciferase reporter, luminescence; higher % means a stronger effect. one-dose inhibition, % at 4 µM; EC50 in µM for titrated hits. 0.63% of 290,000 active; also: many of its hits are not listed in these tables
# NOD1 inhibition – NOD1 signaling inhibitors, primary screen, cell-based, luminescence, uHTS (AID 1578); one-dose inhibition, % at 4 µM; EC50 in µM for titrated hits; NOD1-driven NF-kB luciferase reporter cells, luminescence; higher % means a stronger effect; 1% of 290,000 active; in the data active = inhibition mostly above about 36%, no sharp cut-off; inactive = mostly below about 34%;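 also: HEK-293T reporter cells stimulated with the NOD1 agonist gamma-tri-DAP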
# NS5 inhibitors – Dengue-2 NS5 methyltransferase inhibitors, primary screen, biochemical, confirmation dose response (AID 588689). Dengue-2 NS5 methyltransferase capping enzyme assay, biochemical; higher % means a stronger effect. inhibition, % at 25 µM; hits with a dose series show IC50 in µM. 0.3% of 340,000 active; in the data active = a potency from the dose series
# Yfh1-off respiration – enhancers of respiration in Yfh1-depleted yeast, dose response, Friedreich's ataxia, plus single-dose screen (AID 1465). S. cerevisiae Yfh1-off respiration, WST-1 reduction, 72 h; higher fold induction means a stronger effect. fold induction at 50 µM; hits with a dose series show EC50 in µM. 0.074% of 220,000 active;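 active = fold induction of absorbance versus untreated yeast above a set limit, then at least 30% activation at any dose in follow-up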;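 also: activators that raise dye reduction in frataxin-depleted yeast; strong numbers were not always called active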
# KOR beta-arrestin-2 – KOR agonists, beta-arrestin recruitment, primary screen, cell-based, luminescence, uHTS (AID 1777); activation, % at 10 µM; hits with a dose series show EC50 in µM; 0.02% of 280,000 active; KOR beta-arrestin recruitment, luminescence; higher % means a stronger effect; in the data active = activation above about 50%, passing the limit was not always enough; also: a part of the inactive calls stands beside numbers as strong as those of hits
# HIV peptide binding – inhibitors of HIV fusion peptide binding, primary screen, biochemical, uHTS, fluorescence dequenching (AID 1986) | 0.3% of 290,000 active | cell-free peptide binding, fluorescence dequenching, 30 min; higher % means a stronger effect | inhibition, % at 20 µM; hits with a dose series show IC50 in µM; in the data active = inhibition mostly above about 52%, no sharp cut-off; inactive = mostly below about 76%; also: some results filed as inactive read as strong as hits
# AID2073 – disruptors of CaV2.2 binding to Mint1 – biochemical, HTRF (AID 2073) | HTRF protein-protein interaction, Mint1-CaV2.2; higher % means a stronger effect | one-dose inhibition, % at 20 µM; IC50 in µM for titrated hits | 0.19% of 290,000 active; in the data active = inhibition mostly above about 51%, no sharp cut-off; also: some results filed as inactive read as strong as hits
# West Nile virus CPE – West Nile virus antiviral activity, cell-based, CPE readout (AID 1621); 0.02% of 290,000 active; West Nile virus-infected cells, CPE inhibition; higher % means a stronger effect; CPE inhibition, % at 10 µM; hits with a dose series show IC50 in µM; in the data active = a potency from the dose series; also: strong numbers were not always called active
# An asterisk follows results filed as active; i = inactive; . = not tested or not shown; [ ] = dose if it differs, or a comment. Rule as the data show it, unless noted: active = inhibition above about 50%; inactive = the rest.
item	Structure	HEK293 NOD2/NF-kB	NS5 inhibitors	NOD1 inhibition	KOR beta-arrestin-1	AID2073
1	Cc1ccc(CNc2cc(-c3nn4c(C)nnc4s3)ccc2C)s1	-9%	-3%	-38%	18%	7%
2	COc1ccccc1C(=O)Nc1cccc(NC(=O)c2ccccc2OC)n1	27%	-3%	12%	-60%[20 µM]	26%
3	O=C(CCC(=O)N1CCc2ccccc2C1)NCCc1ccc(Cl)cc1	6%	-4%	15%	-10%	-5%
4	CCOc1ccc(C(C)=O)cc1CN1C(=O)NC2(CCCCC2C)C1=O (configuration not stated)	19%	-7%	6%	-16%	6%
5	CCOC(=O)c1c(/N=C/c2cc(C)ccc2O)sc2c1CCN(C)C2	-2%	-3%	-21%	20%	3%
6	CCOC(=O)C1CCN(S(=O)(=O)c2ccc3c4c(cccc24)C(=O)N3)CC1	6%	-4%	-13%	18%	30%
7	C=CCSc1nc(C)c(CC(=O)OCC(C)C)c(=O)[nH]1	11%	6%	31%	14%	-1%
8	CCCCNC(=O)NNc1nc(Cl)cc(C)c1C#N	12%	-1%	-21%	-43%	2%
9	Cc1cccc(NC(=O)CSc2ccc3nnc(-c4cccnc4)n3n2)c1	9%	-9%	-20%	-6%	5%
10	O=C(CN(C(=O)CCC(=O)Nc1nccs1)c1ccc2c(c1)OCO2)NCc1ccc(F)cc1	-10%	-16%	-22%	-1%	-6%
11	CN(CC(=O)Nc1ccc(Cl)cc1)S(=O)(=O)c1ccc2c(c1)n(C)c(=O)c(=O)n2C	10%	1%	-4%	-12%	21%
12	COc1cccc(N2C(=O)C3CCCN3C2c2ccc(F)cc2)c1 (configuration not stated)	17%	-1%	2%	-35%	-9%

item	KOR beta-arrestin-2	West Nile virus CPE	Yfh1-off respiration	HIV peptide binding
1	0.2%	-0.4%	i	-1.3%
2	-2.2%	-0.3%	.	-0.4%
3	-0.3%	0.1%	.	0.3%
4	-1.3%	-0.6%	i	3.5%
5	5.8%	-0.2%	i	2.6%
6	2.3%	0.1%	i	-1.2%
7	-0.1%	-0.1%	i	4.7%
8	2.7%	-0.9%	i	-0.6%
9	5.2%	-0.4%	.	-0.9%
10	-5.8%	-0.7%	.	-2.8%
11	-3.1%	0.6%	.	5.1%
12	8.0%	-0.2%	i	7.2%

# Complete entries, quoted from the list.
# Profile of COc1cccc(N2C(=O)C3CCCN3C2c2ccc(F)cc2)c1 (configuration not stated) → HEK293 NOD2/NF-kB = 17%; NS5 inhibitors = -1%; NOD1 inhibition = 2%; KOR beta-arrestin-1 = -35%; AID2073 = -9%; KOR beta-arrestin-2 = 8.0%; West Nile virus CPE = -0.2%; Yfh1-off respiration = i; HIV peptide binding = 7.2%
# Profile of COc1ccccc1C(=O)Nc1cccc(NC(=O)c2ccccc2OC)n1 → HEK293 NOD2/NF-kB = 27%; NS5 inhibitors = -3%; NOD1 inhibition = 12%; KOR beta-arrestin-1 = -60%[20 µM]; AID2073 = 26%; KOR beta-arrestin-2 = -2.2%; West Nile virus CPE = -0.3%; Yfh1-off respiration = .; HIV peptide binding = -0.4%
# Profile of Cc1cccc(NC(=O)CSc2ccc3nnc(-c4cccnc4)n3n2)c1 → HEK293 NOD2/NF-kB = 9%; NS5 inhibitors = -9%; NOD1 inhibition = -20%; KOR beta-arrestin-1 = -6%; AID2073 = 5%; KOR beta-arrestin-2 = 5.2%; West Nile virus CPE = -0.4%; Yfh1-off respiration = .; HIV peptide binding = -0.9%

# A different layout for 2 compounds above.
No. | smiles | HEK293 NOD2/NF-kB | NS5 inhibitors | NOD1 inhibition | KOR beta-arrestin-1 | AID2073 | KOR beta-arrestin-2 | West Nile virus CPE | Yfh1-off respiration | HIV peptide binding
4 | CCOc1ccc(C(C)=O)cc1CN1C(=O)NC2(CCCCC2C)C1=O (configuration not stated) | 19% | -7% | 6% | -16% | 6% | -1.3% | -0.6% | i | 3.5%
10 | O=C(CN(C(=O)CCC(=O)Nc1nccs1)c1ccc2c(c1)OCO2)NCc1ccc(F)cc1 | -10% | -16% | -22% | -1% | -6% | -5.8% | -0.7% | . | -2.8%

# The main list resumes, repeating the 3 entries before the break.
item	Structure	HEK293 NOD2/NF-kB	NS5 inhibitors	NOD1 inhibition	KOR beta-arrestin-1	AID2073
10	O=C(CN(C(=O)CCC(=O)Nc1nccs1)c1ccc2c(c1)OCO2)NCc1ccc(F)cc1	-10%	-16%	-22%	-1%	-6%
11	CN(CC(=O)Nc1ccc(Cl)cc1)S(=O)(=O)c1ccc2c(c1)n(C)c(=O)c(=O)n2C	10%	1%	-4%	-12%	21%
12	COc1cccc(N2C(=O)C3CCCN3C2c2ccc(F)cc2)c1 (configuration not stated)	17%	-1%	2%	-35%	-9%
13	CCOC(=O)N1CCN(C(=O)c2ccc(N3C(=O)CCC3=O)cc2)CC1	-3%	-5%	-23%	-19%	2%
14	Cc1c(C=O)c2ccccc2n1CC(=O)O	-15%	2%	-11%	-2%	-1%
15	O=C1CN(C(=O)c2cccs2)c2ccccc2N1	4%	-1%	-15%	28%	7%
16	COc1cc(/C=C2\SC(=S)N(CC(=O)NC(C)(C)C)C2=O)cc(OC)c1OC	3%	-34%	-23%	25%	20%
17	COc1ccc(/C=C/c2onc(C)c2S(=O)(=O)N2CCC(C(=O)N3CCC(C)CC3)CC2)cc1	23%	-8%	-8%	-27%	-8%
18	O=C(Nc1ccccc1)c1ccc(S(=O)(=O)N2CCCCC2)cc1	17%	-2%	-16%	14%	4%
19	Cc1cc(OC(=O)c2ccc(S(=O)(=O)N(C)C)cc2)cc(=O)o1	6%	-2%	-7%	17%	7%
20	N/C(=N\c1nc2ccccc2o1)NC(=O)c1ccccc1Br	2%	8%	-18%	-18%	3%
21	N#Cc1c(N)n(-c2ccccc2N)c2nc3ccccc3nc12	27%	2%	-2%	-14%	-30%
22	CC(=O)NS(=O)(=O)c1ccc(NC(=S)NC(=O)C2CCC2)cc1	4%	1%	-9%	-20%	-6%
23	CCOC(=O)C1CCN(Cc2ccc(-c3ccccc3)cc2)CC1	5%	-2%	-11%	9%[20 µM]	2%
24	CCOc1ccc(C(CC(=O)O)n2cnnn2)cc1 (configuration not stated)	-2%	7%	6%	-17%	5%

item	KOR beta-arrestin-2	West Nile virus CPE	Yfh1-off respiration	HIV peptide binding
10	-5.8%	-0.7%	.	-2.8%
11	-3.1%	0.6%	.	5.1%
12	8.0%	-0.2%	i	7.2%
13	-1.7%	-0.6%	i	1.6%
14	-3.2%	1.3%	i	-0.8%
15	-4.0%	0.3%	i	3.1%
16	-0.6%	-0.2%	i	-0.3%
17	-0.6%	0.1%	.	-0.9%
18	0.2%	-0.3%	i	-0.1%
19	.	1.7%	i	-0.3%
20	4.1%	-0.2%	i	-0.2%
21	4.6%	0.5%	i	0.1%
22	-4.8%	-0.3%	.	0.6%
23	-7.0%	-0.5%	.	-0.2%
24	10%	1.0%	i	0.3%

# Later entries
item	Structure	HEK293 NOD2/NF-kB	NS5 inhibitors	NOD1 inhibition	KOR beta-arrestin-1	AID2073
25	c1ccc(OCc2nn3c(-c4ccco4)nnc3s2)cc1	-11%	-5%	-14%	-5%	-8%
26	CC(C)OCCCNC(=O)c1ccc(NC(=O)C2CCCO2)cc1 (configuration not stated)	19%	-5%	-2%	14%	19%
27	O=C(CCC1CCCCC1)Nc1ncn[nH]1	7%	2%	-14%	8%	3%
28	CCOC(=O)c1sc2nc3c(SCCC#N)cc(C(=O)c4cc(F)ccc4O)cn3c(=O)c2c1C	31%	-3%	-2%	9%	44%
29	COc1ccc(CN2C(=O)c3cccnc3C2=O)cc1S(=O)(=O)N1CCCCC1C (configuration not stated)	6%	-11%	-34%	13%	-1%
30	CC(=O)Nc1ccc(NC(=O)COC(=O)c2cc([N+](=O)[O-])ccc2N2CCOCC2)cc1	-1%	1%	-22%	-13%	10%
31	CCCNC(=O)COC(=O)c1n[nH]c2ccccc12	4%	-5%	-39%	8%	1%
32	CC(C)(C)C(=O)NC(=S)Nc1ccccc1F	-28%	-13%	-11%	3%	2%
33	Cc1ccc(Oc2ccc(OCC(=O)NC3CCS(=O)(=O)C3)cc2)cc1 (configuration not stated)	32%	-9%	54%	-40%	8%
34	CCc1ccccc1NC(=O)C1CCN(C(=O)c2cccs2)CC1	-2%	-5%	-43%	-2%	0%
35	CC(=O)Nc1ccc(N2CCOCC2)c(C(=O)Nc2cccc(C)c2)c1	-12%	-5%	-18%	-14%	4%
36	O=C(NCc1ccc(F)cc1)C1CCN(C(=O)Nc2ccc(F)cc2)CC1	-16%	-9%	20%	-41%	10%

item	KOR beta-arrestin-2	West Nile virus CPE	Yfh1-off respiration	HIV peptide binding
25	2.7%	0.0%	i	-0.1%
26	-0.2%	0.8%	i	3.7%
27	1.2%	-0.3%	i	1.7%
28	5.0%	-1.5%	i	23%
29	1.0%	-0.5%	.	0.5%
30	1.1%	-0.6%	.	1.7%
31	-4.8%	0.8%	i	-0.1%
32	-2.1%	0.0%	i	2.0%
33	4.2%	-1.2%	.	0.3%
34	-4.1%	1.3%	.	0.3%
35	6.6%	-0.5%	i	-0.7%
36	5.6%	-0.3%	.	-0.3%

# Other entries
item	Structure	HEK293 NOD2/NF-kB	NS5 inhibitors	NOD1 inhibition	KOR beta-arrestin-1	AID2073
37	Clc1ccc(Cl)c(OCCCCNCc2ccccc2)c1	5%	-1%	18%	-12%	0%
38	Cc1cc(C)n(S(=O)(=O)c2cccc(Cl)c2Cl)n1	8%	-4%	5%	26%	5%
39	O=C(N/N=C/c1ccc2c(c1)OCO2)c1cc2ccccc2o1	-26%	-1%	1%	11%	21%
40	CC(C)C(=O)NNC(=O)c1c(O)c2ccccc2[nH]c1=O	23%	-2%	6%	2%	-4%
41	CCOC(=O)c1cccc(NC(=O)N[C@@H](C)C(=O)OC)c1	-4%	-4%	-12%	-3%	12%
42	Cc1cc2c(cc1C)C(c1cccc([N+](=O)[O-])c1)CC(=O)N2 (configuration not stated)	12%	-6%	-12%	4%	2%
43	COc1ccccc1NC(=O)c1cc2c(=O)n(C)c3ccccc3c2n1C	18%	-2%	-6%	-4%	5%
44	COC(=O)C1CCN(CC(=O)Nc2ccccc2Sc2ccccc2)CC1	-3%	-3%	-18%	-19%	18%
45	CCOC(=O)CNC(=O)N1CCCC(C(=O)c2ccccc2SC)C1 (configuration not stated)	8%	.	-12%	18%	0%
46	O=C(CSc1ncn[nH]1)NCCOc1ccccc1	9%	3%	10%	-8%	10%
47	NC(=O)COC(=O)c1cc(-c2ccco2)nc2ccccc12	8%	8%	-5%	8%	14%
48	Cn1c(NC(=O)c2ccccc2)cc(=O)n(C)c1=O	-8%	10%	0%	13%	-2%

item	KOR beta-arrestin-2	West Nile virus CPE	Yfh1-off respiration	HIV peptide binding
37	13%	-0.9%	i	0.1%
38	-4.1%	-0.6%	i	0.4%
39	1.7%	0.1%	i	3.1%
40	0.1%	0.1%	i	-1.9%
41	-2.3%	-0.1%	i	-2.1%
42	4.0%	-1.6%	i	1.3%
43	-0.2%	1.2%	i	-1.8%
44	2.3%	-1.0%	i	-2.1%
45	-3.2%	-0.4%	i	-0.8%
46	-5.9%	-0.1%	i	-2.9%
47	7.2%	-0.2%	i	20%
48	-4.7%	0.2%	i	1.8%

# An excerpt; the hit share may differ from the screen's.
